# Screens as filed in PubChem.
# KB-3-1 tox: KB-3-1 parental cell cytotoxicity | KB-3-1 viability, CellTiter-Glo ATP luminescence, 72 h | actives 1.4% (n = 400,000) | Potency, µM (series often up to 46.1 µM), inactives show at the top dose activity change, negative = cytotoxic, hits mostly cytotoxic; also: potency is read from the fitted curve at half-maximal effect; % is scaled to controls: 0 for no effect and ±100 for the full control effect; nearly all actives have a fitted effect of over 60% in size
#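 Parental KB-3-1 adenocarcinoma cells in phenol-red-free DMEM with 10% FBS were pin-treated with compounds at several concentrations, incubated 72 h at 37 °C, and viability read by CellTiter-Glo luminescence; concentration-effect curves were fitted after normalization.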
# HT1080 IDH1KD tx: HT-1080 IDH1 knockdown cell toxicity (counter line); HT-1080 IDH1 knockdown viability, ATP luminescence, 48 h; Potency, µM (top dose mostly 46.1 µM), inactives show at the top dose activity, negative = toxicity, usual class: cytotoxic; actives 2% (n = 360,000);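 also: potency is read from the fitted curve at half-maximal effect; 0% = DMSO wells and -100% = cell-free medium wells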
#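 After a 2 h attachment period, IDH1KD HT-1080 cells took pin-transferred compound for 48 h at 37 °C; ATP-based luminescence after 10 min room-temperature reagent incubation reported viability.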
# GLP1R cytotox: cytotoxicity in counter-screen for GLP-1R inverse agonists. HEK293 cAMP-luciferase reporter cells, luminescence, 24 h. Potency, µM (series often up to 38.3 µM), without a hit: top-dose activity change, negative = inhibition, usual class: inhibitors. actives 0.13% (n = 410,000);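 also: loss of luciferase light is scored as toxicity; potency is read from the fitted curve at half-maximal effect; % is scaled to controls: 0 for no effect and ±100 for the full control effect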
#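 Seeding density was 200 cells/uL; after overnight-length (12 h) culture, 23 nL compounds went on for 24 h at 37 °C. Readout used a luciferase detection reagent, luminescence taken after 12 min at room temperature.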
# KB-V1 MDR tox: KB-V1 MDR subline cytotoxicity | actives 3.4% (n = 400,000) | Potency, µM (top dose mostly 46.1 µM), for inactives: top-dose activity change, negative = cytotoxicity, hits mostly cytotoxic | AID 1347076 | KB-V1 MDR cells viability, CellTiter-Glo, 72 h; also: potency is read from the fitted curve at half-maximal effect; % is scaled to controls: 0 for no effect and ±100 for the full control effect; nearly all actives have a fitted effect of over 60% in size
#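 Cytotoxicity toward P-gp-expressing KB-V1 cells was determined as loss of CellTiter-Glo luminescence after 72 h at 37 degrees C. Compounds were tested in quantitative HTS format across a concentration range, with curves fitted to normalized data.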
# DRD3 agonist: agonists of human D3 dopamine receptor. P35462. D3R DiscoveRx beta-arrestin cells, luminescence, 90 min. max activation, %. actives 0.58% (n = 410,000); in the data active = max activation above about 30%; also: 0% is about no effect; mostly tested at two doses, the higher about 12 µM
# Target sequence (P35462 whole entry, looked up): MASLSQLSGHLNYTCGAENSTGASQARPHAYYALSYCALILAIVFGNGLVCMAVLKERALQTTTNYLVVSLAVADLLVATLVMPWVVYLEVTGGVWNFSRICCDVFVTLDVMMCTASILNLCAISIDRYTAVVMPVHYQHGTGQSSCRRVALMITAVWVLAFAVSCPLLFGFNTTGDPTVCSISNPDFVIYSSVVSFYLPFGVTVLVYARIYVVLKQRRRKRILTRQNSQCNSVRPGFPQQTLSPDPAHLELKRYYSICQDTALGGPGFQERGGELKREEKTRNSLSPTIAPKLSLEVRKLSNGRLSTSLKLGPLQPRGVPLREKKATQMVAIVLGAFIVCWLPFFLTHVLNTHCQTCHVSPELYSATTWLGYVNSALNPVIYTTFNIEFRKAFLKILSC
#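 Agonist-mode cell screen: cells plated at 1500/well and incubated overnight at 37 °C, then exposed to library compounds for 90 min at 37 °C. Detection reagent was added for 30–60 min at room temperature, and luminescence was read.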
# SW480 rereplic: inducers of DNA re-replication in SW480 colon cancer cells; SW480 DNA re-replication, Hoechst DNA content imaging, 48 h; Potency, µM (highest dose often 46.1 µM), for inactives: at the top dose re-replication activation, usual class: activators; actives 1.8% (n = 340,000); AID 624297; also: potency is read from the fitted curve at half-maximal effect; % of control where 0% means no effect; nearly all actives have a fitted effect of over 55% in size
#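 Hoechst fluorescence of nuclei (405 nm excitation, 500-530 nm emission) measured by plate-scanning imager after 48 hr compound exposure at 37 C; re-replication scored as increased number of nuclei with elevated intensity.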
# HT1080-NT tox: kills 2HG-producing HT-1080-NT fibrosarcoma cells; actives 1.6% (n = 360,000); HT-1080-NT fibrosarcoma viability, CellTiter-Glo ATP luminescence, 48 h; AID 686970; Potency, µM (series often up to 46.1 µM), inactives show at the highest dose activity, negative = less viability, actives largely listed as cytotoxic;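 also: NT is the 2HG producing partner of a matched IDH1 knockdown line; potency is read from the fitted curve at half-maximal effect; 0% = DMSO-treated cells and -100% = media-only wells without cells; nearly all actives have a fitted effect of over 55% in size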
#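 750 cells/well, RPMI + 5% FBS; 2 h settle, compound pin-transfer, 48 h at 37 degrees C. CellTiter-Glo 10 min RT, luminescence. Normalized to DMSO and media-only wells.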
# MCF10A rerep: DNA re-replication induction in MCF 10a cells | MCF 10A DNA re-replication, Hoechst nuclear intensity, 48 h | Potency, µM (doses to about 46.1 µM), without a hit: at the top dose activity, positive = re-replication, most hits filed as activators | actives 2.9% (n = 350,000); also: potency is read from the fitted curve at half-maximal effect; % of control where 0% means no effect; nearly all actives have a fitted effect of over 50% in size
# IL-1B inflam inh: blocks inflammasome-driven IL-1 beta release | AID 743279 | actives 4.7% (n = 360,000) | THP-1 LPS/ATP IL-1B secretion, AlphaLISA, 16 h; stronger effect = lower value | activity change, % at 57.5 µM; in the data active = activity change below about -50%; inconclusive = mostly about -30% to -49%; also: % is scaled to controls: 0 for no effect and ±100 for the full control effect
#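 THP-1 cells pretreated 1 hr with compounds (up to 57.5 uM final), then stimulated with LPS (250 ng/mL final) plus ATP (1.25 mM final); secreted IL-1B measured by AlphaLISA after 16 hr, decreased signal indicating inhibition.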
# * hit, by the source's call; u = inconclusive; x = no result given; & = joins results of further samples; [ ] = dose if it differs, or a comment. Unless noted, calls follow the shape of the dose curve; as a rule, active = well fitted curve in the direction sought with a large enough effect; inconclusive = small, poorly fitted or top-dose-only effect, or another doubt; inactive = no such curve, though single readings can be large; an effect the other way counts as inactive or inconclusive.
molecule,KB-3-1 tox,HT1080 IDH1KD tx,GLP1R cytotox,KB-V1 MDR tox,DRD3 agonist,SW480 rereplic,HT1080-NT tox,MCF10A rerep,IL-1B inflam inh
COC(=O)c1ccc2c(=O)n(Cc3ccc(C(=O)NCCCN4CCC(C)CC4)cc3)c(=S)[nH]c2c1,1.6%,u,18.7%,u,-18.8,u,u,15.2%,-106.1*
COc1ccc(-n2ccnc(SCC(=O)NC3CCCC3)c2=O)cc1OC,0.4%,-5.0%,-2.8%,-4.0%,-23.8,-45.5%,-9.6%,5.1%,-8.3
Cc1ccccc1OCCSc1nc2ccc(NC(=O)c3cccc(F)c3)cc2s1,0.0%,x,-20.6%,-36.9%,-9.3,x,x,x,x
CCOc1ccccc1C(=O)Nc1ccc(S(=O)(=O)Nc2onc(C)c2C)cc1,-4.7%,x,1.1%,6.3%,5.1,x,x,x,x
Oc1ccc(CCNc2ncnc3ccc(Cl)cc23)cc1,-4.1%,u,0.2%,u,51.7*,-62.3%[inhibitor],-23.7%,8.2µM*,45.9
COCCn1nnnc1C(c1cc2cc(C)ccc2[nH]c1=O)N1CCc2ccccc21 (stereo unspecified),-16.3%,-20.8%,-27.5%,0.0%,-4.7,1.1%,-3.7%,0.2%,-22.2
Cc1ccc(NC(=O)Cn2cc(S(=O)(=O)N3CCCC3)c(S(=O)(=O)N3CCCC3)c2)c(C)c1,u,x,-2.5%,6.8%,11.2,x,x,x,x
COc1ccc(NC(=O)N(C)C[C@@H]2OCc3ccccc3-c3c(n(C)c4ccccc34)C(=O)N([C@H](C)CO)C[C@H]2C)c(OC)c1,u,-20.6%,1.8%,0.0%,-9.8,x,-23.5%,x,u
O=C(NC1CCCc2ccccc21)c1cccc(Br)c1 (stereo unspecified),-14.3%,-5.0%,27.2%,0.0%,-3.5,4.7%,-4.1%,u,2.3
Cc1noc(C)c1CCC(=O)NC1CCCN(Cc2ccc(CC(C)C)cc2)C1 (stereo unspecified),u,-23.9%,-17.3%,-4.2%,-6.2,3.4%,-12.8%,15.3%,-20.9
Cc1ccnc(SCc2ccc(C(=O)O)cc2)n1,13.2%,-16.5%,-15.1%,3.2%,-6.3,-0.2%,1.1%,2.5%,8.7
COc1ccc2[nH]c(=O)c(CN(C(=O)COc3ccccc3)C(C)C)cc2c1,-0.3%,1.0%,-6.0%,-15.8%,3.1,-1.6%,3.0%,-0.8%,-12.6
Cc1ccc(C(=O)n2c(-c3ccccc3)cnc2SCC(=O)Nc2ccc(C)cc2C)cc1,-0.1%,-0.5%,6.8%,u,2.3,-7.8%,-9.6%,14.0%,-29.4
CC(Oc1ccc(Cl)cc1)C(=O)Nc1ccccc1N1CCOCC1 (stereo unspecified),-14.6%,3.1%,-0.3%,u,2.1,-10.9%,1.7%,16.1%,5.9
CC(Sc1ccccc1)C(=O)N/N=C/c1cccnc1 (stereo unspecified),-1.0%,9.6%,4.9%,-13.6%,6.8,-2.8%,1.4%,3.0%,43.0
CC(C)C(=O)Nc1cccc(NC(=S)NC(=O)c2ccc([N+](=O)[O-])cc2)c1,11.7%,13.8%,9.1%,u,-9.5,-3.0%,0.4%,-1.2%,-11.1
CSc1ncc(OCc2ccccc2)c(=O)[nH]1,-4.4%,1.1%,3.9%,5.6%,3.6,-9.1%,-3.3%,-0.9%,-0.5
O=[N+]([O-])c1ccc(-c2cn3nc(-c4ccccc4)c(-c4ccccc4)nc3n2)cc1,1.2%,28.4%,4.8%,-2.3%,14.0,u,u,3.66µM*,x
COc1ccc(CCNC(=O)C2CCCN(S(=O)(=O)c3cc(C)ccc3OC)C2)cc1OC (stereo unspecified),-0.2%,-6.7%,5.6%,9.7%,-4.7,-7.7%,2.8%,-1.7%,11.7
Cc1ccc(N2C(=O)C3CCC(C)(C2=O)C3(C)C)cc1 (stereo unspecified),0.7%,9.9%,5.5%,u,9.4,-21.3%,9.9%,3.1%,8.3
CCc1ccc(NC(=O)C2CCCN(S(=O)(=O)c3ccc4c(c3)CCCN4C(C)=O)C2)cc1 (stereo unspecified),-11.3%&-7.8%,-9.9%,u,-23.9%&-11.8%,2.9&-9.1,1.5%,-7.9%,-1.1%,-19.0
O=c1cc(CN2CCN(c3ccc(Cl)c(Cl)c3)CC2)c2ccccc2o1,-14.5%,-16.5%,1.7%,-8.0%,5.2,x,-2.4%,x,17.9
COc1ccccc1-c1nn2c(C3COc4ccccc4O3)nnc2s1 (stereo unspecified),-5.0%,0.0%,-3.3%,-20.7%,5.9,-2.8%,-0.5%,7.6%,-28.0
CC(OC(=O)CN1C(=O)NC2(CCCC2)C1=O)C(=O)c1ccc(C(C)(C)C)cc1 (stereo unspecified),27.8%,5.5%,4.6%,-0.7%,17.3,-2.2%,8.4%,1.1%,8.1
COC(=O)C1CCN(C(=O)C2CCC(=O)N(CCCc3ccccc3)C2)CC1 (stereo unspecified),6.1%,9.8%,4.4%,-4.9%,5.0,2.9%,9.8%,-11.3%,11.9

# 4 entries from above, with values under each structure.
# Values run as follows: KB-3-1 tox, HT1080 IDH1KD tx, GLP1R cytotox, KB-V1 MDR tox, DRD3 agonist, SW480 rereplic, HT1080-NT tox, MCF10A rerep, IL-1B inflam inh
> O=c1cc(CN2CCN(c3ccc(Cl)c(Cl)c3)CC2)c2ccccc2o1
 : -14.5%, -16.5%, 1.7%, -8.0%, 5.2, x, -2.4%, x, 17.9
> COc1ccccc1-c1nn2c(C3COc4ccccc4O3)nnc2s1 (stereo unspecified)
 : -5.0%, 0.0%, -3.3%, -20.7%, 5.9, -2.8%, -0.5%, 7.6%, -28.0
> CC(OC(=O)CN1C(=O)NC2(CCCC2)C1=O)C(=O)c1ccc(C(C)(C)C)cc1 (stereo unspecified)
 : 27.8%, 5.5%, 4.6%, -0.7%, 17.3, -2.2%, 8.4%, 1.1%, 8.1
> COC(=O)C1CCN(C(=O)C2CCC(=O)N(CCCc3ccccc3)C2)CC1 (stereo unspecified)
 : 6.1%, 9.8%, 4.4%, -4.9%, 5.0, 2.9%, 9.8%, -11.3%, 11.9

# (list continues)
molecule,KB-3-1 tox,HT1080 IDH1KD tx,GLP1R cytotox,KB-V1 MDR tox,DRD3 agonist,SW480 rereplic,HT1080-NT tox,MCF10A rerep,IL-1B inflam inh
COc1ccc(Cl)cc1Nc1sc(C(=O)c2ccccc2)c(N)c1C(=O)Nc1ccccc1,-5.6%,x,-9.3%,u,7.0,x,x,x,x
Cc1cc(C)n2ncc(C(=O)NCc3ccccc3)c2n1,9.7%&27.7%,7.9%,19.4%,-19.4%&0.3%,2.0,0.2%[9.22 µM],7.2%,-4.3%,-17.9
CC(C)C(NS(=O)(=O)c1cccc2nsnc12)C(=O)NCCC1=CCCCC1 (stereo unspecified),2.3%,-0.3%,-10.7%,-1.3%,-8.6,3.5%,0.5%,-1.2%,-12.8
Cc1ccc(NCN2C(=O)c3ccccc3C2=O)cc1Cl,9.5%,6.5%,2.0%,5.5%,9.4,x,6.7%,x,22.3
CC(=O)Nc1cccc(-c2csc(Nc3ccccn3)n2)c1,8.6%,-25.3%,-21.5%,4.6%,3.8,-4.7%,u,-6.6%,-13.0
Cc1ccc(C)c(/C=C(\C(=O)O)c2ccc(S(=O)(=O)N3CCCCC3)s2)c1,-5.3%,16.0%,9.6%,4.4%,-7.6,2.4%,-1.3%,16.2%,0.0
CCNC(=O)/C(C#N)=C/c1c(N2CCN(c3ccccc3)CC2)nc2c(C)cccn2c1=O,-4.9%,0.4%,2.9%,-2.1%,-26.2,-1.2%,3.7%,0.1%,7.4
C=CCn1c(=O)c(C(=O)Nc2ccccc2C(=O)OCC)c(O)c2ccccc21,u,-1.0%,29.0%,-15.5%,15.1,9.9%,-1.0%,u,8.9
Cc1nn(C)cc1C(C(=O)NC1CCCCC1)N(Cc1ccccc1Cl)C(=O)c1cnccn1 (stereo unspecified),-8.1%,-3.9%,9.0%,10.3%,-4.1,-21.1%,1.0%,-8.1%,3.9
O=C(c1cc(COc2ccc(F)cc2Cl)on1)N1CCN(C2CCCCC2)C(=O)C1,x,-6.1%,-11.3%,x,-8.1,0.8%,-10.9%,16.9%,-3.7
CCOC(=O)c1ccc(NC(=O)COc2ccc(CNCCO)cc2OCC)cc1,-6.5%,u,-5.0%,-11.7%,-1.2,-1.3%,u,0.4%,-102.4*
COc1ccccc1NC(=O)CSc1nnc(-c2cccc(Cl)c2)o1,-3.2%,x,0.0%,7.3%,-12.4,x,x,x,x
Cc1cc(Br)ccc1Nc1nc(N)nc(N)c1N=O,-27.6%,-4.3%,13.1%,u,-2.6,-4.2%,-6.5%,18.1%,u
O=C(N/N=C/c1ccncc1)c1cc([N+](=O)[O-])cc([N+](=O)[O-])c1O,-1.2%,15.6%,-28.4%,0.0%,-2.0,4.3%,19.2%,8.3%,-1.6
Cc1cc2nccc(-c3ccco3)n2n1,-1.0%,6.5%,-3.9%,3.7%,-4.0,-696.9%[inhibitor],3.5%,-5.2%,-4.7
Cn1c(CO)cnc1S(=O)(=O)Cc1ccc(Cl)cc1,9.2%,21.6%,-3.0%,u,21.2,-1.7%,15.3%,-0.7%,25.1
COc1ccc(S(=O)(=O)N2CCCOC2CNC(=O)C(=O)NCc2ccncc2)cc1 (stereo unspecified),5.4%,7.9%,-2.4%,27.3%,1.3,-5.0%,0.0%,-2.2%,8.2
CCOc1ccc(S(=O)(=O)Nc2nc3ccccc3nc2-n2ccc(=NC(=O)c3cccs3)cc2)cc1,1.8%,6.2%,118.1%[activator],12.0%,4.0,u,-4.5%,u,20.4
CC1Sc2ccccc2N(Cc2ccccc2)C1=O (stereo unspecified),0.0%,3.0%,-14.9%,5.8%,1.9,x,36.0%,x,62.1

# Random draw from the library; about 11% have a hit in one of these screens.
